rTrxR1 inhibitor – qHTS Assay for Inhibitors of Mammalian Selenoprotein Thioredoxin Reductase 1 (TrxR1): qHTS. recombinant rTrxR1, NADPH fluorescence consumption, selenite substrate. Thioredoxin reductase 1, cytoplasmic (Rattus norvegicus), O89049. AID 588453, 2011. 1% of 390,000 active. Potency, µM (doses to about 114 µM), for the others: at the highest dose activity change, negative = inhibition, usual class: inhibitors; note: % is set by controls: 0 for no effect and ±100 for the full control effect; nearly all actives have a fitted effect of over 65% in size
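Rat TrxR1 (90 nM in the dispensed reagent) was pre-reduced with 400 uM NADPH for 5 min at room temperature, then incubated with compound for 15 min. After 400 uM selenite was added, NADPH fluorescence (Ex 340/Em 450 nm) was followed for 8 min.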
RXFP1 ag – qHTS Assay for Agonists of the Relaxin Receptor RXFP1; Potency, µM (highest dose often 57.5 µM), inactives show top-dose activation, actives largely listed as activators; 0.3% of 370,000 active; HEK293T-RXFP1 cAMP TR-FRET, 30 min; response scale: percent of porcine relaxin response, buffer zero; note: % is set by controls: 0 for no effect and ±100 for the full control effect; nearly all actives have a fitted effect of over 60% in size; many of its hits are not listed in these tables
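Agonist response is measured as cAMP accumulation in an RXFP1-transfected HEK293T line under PDE4 inhibition. Values are scaled between buffer-only and 29 nM porcine relaxin, and EC50s come from standard Hill equation fits.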
mIDH1 inhibitor – qHTS for Inhibitors of mutant isocitrate dehydrogenase 1 (IDH1): qHTS; 0.093% of 390,000 active; Isocitrate dehydrogenase [NADP] cytoplasmic (Homo sapiens), O75874; AID 602179, 2012; IDH1-R132H enzyme, NADPH consumption, diaphorase/resazurin fluorescence; Potency, µM (doses to about 76.6 µM), without a hit: top-dose activity change, negative = inhibition, usual class: inhibitors; note: % is set by controls: 0 for no effect and ±100 for the full control effect; nearly all actives have a fitted effect of over 65% in size
Target sequence (O75874 whole entry R132H, stated change not applied): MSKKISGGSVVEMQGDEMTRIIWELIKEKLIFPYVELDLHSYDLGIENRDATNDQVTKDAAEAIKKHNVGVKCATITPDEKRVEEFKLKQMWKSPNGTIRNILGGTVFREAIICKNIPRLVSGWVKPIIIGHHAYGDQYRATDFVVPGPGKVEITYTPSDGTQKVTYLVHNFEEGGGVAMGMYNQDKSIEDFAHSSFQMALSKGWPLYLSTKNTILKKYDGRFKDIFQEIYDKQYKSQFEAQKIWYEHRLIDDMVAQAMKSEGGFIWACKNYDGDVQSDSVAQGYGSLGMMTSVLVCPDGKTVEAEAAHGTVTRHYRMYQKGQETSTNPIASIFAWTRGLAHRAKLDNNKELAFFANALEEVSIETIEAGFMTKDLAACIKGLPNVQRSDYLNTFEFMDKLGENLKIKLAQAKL
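IDH1-R132H (0.5 ug/mL dispensed) in pH 7.5 Tris buffer was preincubated 30 min with compound, then given a substrate mix of 0.016 mM NADPH and 2 mM alpha-KG for 80 min at room temperature; remaining NADPH was read by diaphorase/resazurin fluorescence.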
Vif-APOBEC3F blk – qHTS for Inhibitors of Vif-A3F Interactions: qHTS; HeLa A3F-eYFP + Vif (tagged APOBEC3F with the HIV-1 protein that degrades it), YFP fluorescence increase; Potency, µM (top dose mostly 46.1 µM), inactives show top-dose activity, negative = active; 0.2% of 390,000 active; AID 602313, 2012; note: % of control where 0% means no effect; nearly all actives have a fitted effect of over 65% in size
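HeLa cells stably expressing A3F-eYFP plus Vif, plated and incubated overnight at 37 deg C, then exposed to compounds overnight at 37 deg C. Blocked degradation read as raised yellow fluorescence (Ex 488/Em 500-530).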
TrxR1 substrate – qHTS Assay for Substrates of Mammalian Selenoprotein Thioredoxin Reductase 1 (TrxR1): qHTS | purified TrxR1 substrate turnover, NADPH consumption readout | Thioredoxin reductase 1, cytoplasmic (Rattus norvegicus), O89049 | AID 588456, 2011 | Potency, µM (series often up to 114 µM), for the others: at the top dose activity change, negative = substrate turnover | 0.01% of 390,000 active; note: % is set by controls: 0 for no effect and ±100 for the full control effect; nearly all actives have a fitted effect of over 50% in size
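Rat TrxR1, dispensed at 90 nM, was prereduced with 400 uM NADPH (final) for 5 min at ~22 deg C, then incubated with compound 15 min before 400 uM selenite. A first-read NADPH fluorescence drop versus no-compound background flagged substrates.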
RGS4 inh – Inhibitors of Regulator of G Protein Signaling (RGS) 4: qHTS. 0.039% of 390,000 active. Regulator of G-protein signaling 4 (Homo sapiens), P49798. Potency, µM (series often up to 114 µM), for the others: at the highest dose activity change, negative = inhibition, usual class: inhibitors. Transcreener GDP fluorescence polarization, RGS4-accelerated GTP hydrolysis; note: % is set by controls: 0 for no effect and ±100 for the full control effect; nearly all actives have a fitted effect of over 75% in size; some results filed as inactive show a strong effect at the top dose
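MLSMR compounds (23 nl, pin-transferred) preincubated 10 min at room temperature with a 500nM (2x) first reagent, then RGS4 at 900nM (2x) plus Transcreener GDP mix added; fluorescence polarization (620/688 nm) read before and after 90 min at 30 °C.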
Vif-A3G inh – qHTS for Inhibitors of Vif-A3G Interactions: qHTS. 0.076% of 410,000 active. HeLa A3G-eYFP + Vif (tagged APOBEC3G with the HIV-1 protein that degrades it), YFP fluorescence, overnight. DNA dC->dU-editing enzyme APOBEC-3G (Homo sapiens), Q9HC16. Potency, µM (top dose mostly 46.1 µM), without a hit: at the highest dose activity, negative = active, hits mostly inhibitors;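 note: % is set by controls: 0 for no effect and ±100 for the full control effect; nearly all actives have a fitted effect of over 60% in size; hits raise eYFP signal because A3G escapes Vif-driven loss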
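HeLa cells stably expressing Vif and C-terminally eYFP-tagged A3G, seeded overnight at 37 deg C, then exposed to compound by pintool overnight at 37 deg C. Rise in yellow fluorescence (Ex 488/Em 500-530, Acumen) marks blocked Vif-driven A3G degradation.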
USP1 inh – Inhibitors of USP1/UAF1: Primary Screen | Potency, µM (highest dose often 57.1 µM), inactives show top-dose activity change, negative = inhibition, most hits filed as inhibitors | Ubiquitin carboxyl-terminal hydrolase 1 (Homo sapiens), O94782 | 0.23% of 390,000 active | recombinant USP1/UAF1, Ub-Rhodamine cleavage fluorescence; note: % is set by controls: 0 for no effect and ±100 for the full control effect; nearly all actives have a fitted effect of over 60% in size; inactives centre near -12
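USP1/UAF1 complex at 1 nM was preincubated with compound for 15 min at room temperature, then Ub-Rho substrate (150nM final) was added. Fluorescence (480/540 nm) was read kinetically, 6 reads every 60 seconds.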
12-LOX inh – Primary qHTS assay for inhibitors of human arachidonate 12S-lipoxygenase (ALOX12): Round 2. Polyunsaturated fatty acid lipoxygenase ALOX12 (Homo sapiens), P18054. purified 12hLO, xylenol orange hydroperoxide absorbance. Potency, µM (top dose mostly 108 µM), without a hit: at the highest dose activity change, negative = inhibition, most hits filed as inhibitors. 1.1% of 580,000 active. AID 1671190, 2021; note: % is set by controls: 0 for no effect and ±100 for the full control effect
Target sequence (P18054 whole entry, looked up): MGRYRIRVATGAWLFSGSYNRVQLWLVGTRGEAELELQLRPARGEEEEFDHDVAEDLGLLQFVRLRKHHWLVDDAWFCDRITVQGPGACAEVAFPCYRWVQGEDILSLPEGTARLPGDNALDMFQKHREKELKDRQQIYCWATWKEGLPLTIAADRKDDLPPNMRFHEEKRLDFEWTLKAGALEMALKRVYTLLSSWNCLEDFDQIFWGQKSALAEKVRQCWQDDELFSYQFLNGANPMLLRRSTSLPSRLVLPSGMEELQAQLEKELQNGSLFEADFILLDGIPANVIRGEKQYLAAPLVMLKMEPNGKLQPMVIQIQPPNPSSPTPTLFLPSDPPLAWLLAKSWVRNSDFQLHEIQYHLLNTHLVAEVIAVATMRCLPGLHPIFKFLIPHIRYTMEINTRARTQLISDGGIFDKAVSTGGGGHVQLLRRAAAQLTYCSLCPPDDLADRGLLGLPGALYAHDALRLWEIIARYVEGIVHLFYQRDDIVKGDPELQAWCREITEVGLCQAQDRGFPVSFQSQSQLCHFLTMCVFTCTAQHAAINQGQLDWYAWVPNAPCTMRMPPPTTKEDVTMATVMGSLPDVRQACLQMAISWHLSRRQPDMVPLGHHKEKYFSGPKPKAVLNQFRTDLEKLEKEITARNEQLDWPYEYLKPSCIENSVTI
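Purified human 12hLO (150 nM final) in 25 mM Hepes, 0.01% Triton X-100, pH 7.0 was preincubated 15 min at room temperature with compound. Then 40 uM arachidonic acid was added, 30 min. Hydroperoxide was read by Fe-XO absorbance ratio 573/405 nm.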
Starred values were filed as active, the others as inactive; u = inconclusive; x = not tested or not shown; [ ] = remark or other dose. Calls come from the whole dose curve; as a rule, active = well fitted curve in the direction sought with a large enough effect; inconclusive = small, poorly fitted or top-dose-only effect, or another doubt; inactive = no such curve, though single readings can be large; an effect the other way counts as inactive or inconclusive. Potency is the fitted concentration of half-maximal effect. A portion of the library; rates above refer to the full screens.

No. | SMILES | rTrxR1 inhibitor | RXFP1 ag | mIDH1 inhibitor | Vif-APOBEC3F blk | TrxR1 substrate
1 | O=C(NCc1cccnc1)c1ccc2c(c1)N(Cc1ccccc1)CCS2 | 16% | -0.3% | 1% | -22% | 113%[activator]
2 | CNC(=O)NNC(=O)c1nc(-c2ccccc2)c(C)o1 | 38%[activator][57.1 µM] | -0.5% | 4% | -28% | 17%[57.1 µM]
3 | CC(C)CN1C(=O)NC(NC(=O)c2ccco2)(C(F)(F)F)C1=O (stereo not drawn) | 1%[57.1 µM] | 0.7% | 3% | 7% | 13%[57.1 µM]
4 | CCN(CC)CC(=O)Nc1ccc(-c2ccc(NC(=O)CN(CC)CC)c(OC)c2)cc1OC | 13%[57.1 µM] | 1.6% | 5% | 6% | -3%
5 | O=C(N/N=C/c1cccc([N+](=O)[O-])c1)c1ccccc1-n1cccc1 | 17%[57.1 µM] | 0.7% | 14% | 4% | 0%[57.1 µM]
6 | O=S(=O)(CCN1CCN(c2ccccn2)CC1)c1ccc(F)cc1 | -1%[57.1 µM] | 1.3% | 6% | 8% | -2%[57.1 µM]
7 | CC12CCC(C(=O)NCCCn3ccnc3)(OC1=O)C2(C)C (stereo not drawn) | 11%[57.1 µM] | 1.3% | -2% | 9% | -10%
8 | Cc1cccc(OCC(O)Cn2c(N3CCCCC3)nc3c2c(=O)[nH]c(=O)n3C)c1 (stereo not drawn) | -1% | -1.8% | 6% | -3% | 2%
9 | Cc1ccc(-n2nnc3c(SCC(=O)NCc4ccco4)ncnc32)cc1 | 3%[11.4 µM] | -0.6% | 3% | -16% | -5%[11.4 µM]
10 | COc1ccc([N+](=O)[O-])cc1NS(=O)(=O)c1cccc(C(=O)O)c1 | -6% | 3.0% | 5% | 1% | -6%
11 | CCOC(=O)c1c(C)[nH]c(C)c1S(=O)(=O)NC(C)Cc1ccco1 (stereo not drawn) | 7% | 1.6% | -2% | -4% | -2%
12 | O=C(Nc1nnc(SCc2cc(=O)c3ccccc3[nH]2)s1)c1ccccc1 | 10%[57.1 µM] | 4.7% | 13% | 1% | 0%[57.1 µM]
13 | CN=c1scc(-c2c[nH]c3ccccc23)n1C | 5% | 3.3% | 4% | 12% | -5%
14 | COc1ccc(S(=O)(=O)N2CCCC(C(=O)NC3CCCCC3)C2)cc1 (stereo not drawn) | u | -0.4% | 5% | 3% | -9%
15 | CCCCN(C)C(=O)C1CCCN(c2ncnc3onc(C)c23)C1 (stereo not drawn) | 16% | 20% | 1% | -7% | 1%

No. | RGS4 inh | Vif-A3G inh | USP1 inh | 12-LOX inh
1 | 2% | -15% | -13% | u
2 | 4% | -1% | u | u
3 | -7% | -9% | -3% | 457%[activator]
4 | -20% | 1% | u | 14%
5 | -35% | -1% | -19% | -1%
6 | -9% | 1% | -16% | 154%[activator]
7 | 1%[11.4 µM] | -4% | -2% | -8%
8 | -16%[56.9 µM] | 6% | -9% | 0%
9 | -12% | -26% | -15% | 305%[activator]
10 | -17% | 2% | -19% | -11%
11 | -3% | 4% | -22% | 12%
12 | -15% | 0% | -13% | -13%
13 | -39% | -12% | -18% | -25%
14 | -2% | 0% | -10% | 0%
15 | -3% | 2% | 10% | -12%

Three entries from above in another layout.
no. | compound | rTrxR1 inhibitor | RXFP1 ag | mIDH1 inhibitor | Vif-APOBEC3F blk | TrxR1 substrate | RGS4 inh | Vif-A3G inh | USP1 inh | 12-LOX inh
10 | COc1ccc([N+](=O)[O-])cc1NS(=O)(=O)c1cccc(C(=O)O)c1 | -6% | 3.0% | 5% | 1% | -6% | -17% | 2% | -19% | -11%
13 | CN=c1scc(-c2c[nH]c3ccccc23)n1C | 5% | 3.3% | 4% | 12% | -5% | -39% | -12% | -18% | -25%
8 | Cc1cccc(OCC(O)Cn2c(N3CCCCC3)nc3c2c(=O)[nH]c(=O)n3C)c1 (stereo not drawn) | -1% | -1.8% | 6% | -3% | 2% | -16%[56.9 µM] | 6% | -9% | 0%

(list continues)
No. | SMILES | rTrxR1 inhibitor | RXFP1 ag | mIDH1 inhibitor | Vif-APOBEC3F blk | TrxR1 substrate
16 | Cc1ccc(-n2c(C)cc(C=C3C(=O)CC(C)(C)CC3=O)c2C)cc1 | -9% | -0.2% | -1% | -9% | -6%
17 | CN(C)/C=N/c1ncc(C(=O)c2ccc3ccccc3c2)s1 | -4% | 6.8% | 3% | 2% | -5%
18 | CC(=O)c1cnn(-c2nc3c(C)cccc3s2)c1C | 1% | 0.5% | -3% | -10% | 0%
19 | CCc1cc(C(=O)Nc2cc(S(=O)(=O)N(CC)CC)ccc2N2CCN(C)CC2)sc1C | 2%[57.1 µM] | 10% | 3% | 3% | 4%[57.1 µM]
20 | O=C(O)CC1S/C(=N\N=C2CCCCCCC2)N(c2ccccc2)C1=O (stereo not drawn) | 8%[57.1 µM] | 1.8% | 4% | 2% | 0%[57.1 µM]
21 | O=C(NOC(=O)c1ccccc1Cl)c1cccs1 | -22% | -4.0% | 5% | 1% | -5%
22 | Cc1[nH]c2ccccc2c1/C=N/NC(=O)CNC(=O)c1ccc2c(c1)OCCO2 | 3% | -0.8% | 21% | 17% | 1%
23 | O=C(CCn1nnc2ccccc21)OCC(=O)c1ccc([N+](=O)[O-])cc1 | 26% | 1.3% | -2% | -1% | 7%
24 | CCOC(=O)c1csc(NC(C)=O)n1 | 24% | 1.2% | 6% | -17% | 10%
25 | O=C(NCCCN1CCCC1=O)Nc1cc(Cl)ccc1Cl | 7% | 0.0% | -2% | 1% | -6%
26 | COc1cccc(Nc2nc(-c3cccnc3)cs2)c1 | 8% | 0.2% | 3% | 0% | -6%[11.4 µM]
27 | Cc1cc(C(=O)COC(=O)c2cc(O)c3ccccc3c2O)c(C)n1CC1CCCO1 (stereo not drawn) | -66% | 1.8% | 14% | 3% | 13%[57.1 µM]
28 | COCC(C)NC(=O)c1cccc([N+](=O)[O-])c1 (stereo not drawn) | 10% | 3.2% | 12% | 8% | 4%
29 | Cc1ccccc1-n1nnnc1SC1CCOC1=O (stereo not drawn) | -2% | 0.2% | 5% | -3% | -2%
30 | CC1(C)CC(=O)c2cc(C#N)c(=O)n(-c3ccc(Cl)cc3)c2C1 | -5% | -3.2% | 0% | -4% | -7%

No. | RGS4 inh | Vif-A3G inh | USP1 inh | 12-LOX inh
16 | 13% | 1% | -7% | 18%
17 | -2% | -1% | -14% | 0%
18 | -14% | -14% | -15% | 36%[activator]
19 | -45% | 1% | -11% | u
20 | -28% | 0% | -18% | 19%
21 | 3% | 1% | -9% | -1%
22 | -5% | -21% | -18% | 281%[activator]
23 | -4% | 2% | -13% | -21%
24 | -11% | -2% | -23% | -2%
25 | 29% | 4% | -2% | -8%
26 | 15% | -9% | -25% | 12%
27 | -52% | -14% | u | x
28 | 5% | -2% | -2% | -10%
29 | -8%[11.4 µM] | -9% | -22% | 4%
30 | 18% | -4% | u | -4%

Other records follow.
No. | SMILES | rTrxR1 inhibitor | RXFP1 ag | mIDH1 inhibitor | Vif-APOBEC3F blk | TrxR1 substrate
31 | COC(=O)c1c(-c2ccc(Cl)cc2)noc1N1CCN(c2ccccc2OC)CC1 | 24%[57.1 µM] | 5.5% | -3% | 1% | 2%[57.1 µM]
32 | CC(=O)c1ccc(NC(=O)Nc2cccc3ccccc23)cc1 | 6% | -1.8% | -7% | 2% | 0%
33 | Cc1nc(SCc2ccc([N+](=O)[O-])cc2)n[nH]1 | -25% | 0.6% | -6% | 1% | -16%
34 | COc1ccc(CN(C)C(=O)CNC(=O)c2sc3ccccc3c2Cl)c(OC)c1OC | 1% | x | 2% | 0% | -8%
35 | CC(NS(=O)(=O)c1cccc(Cl)c1)C(=O)N(C)C1CCN(C)CC1 (stereo not drawn) | 22%[0.0914 µM] | -0.5% | -2% | 1% | -1%[57.1 µM]
36 | COc1ccc(CCNC(=O)CCOc2ccc(C)cc2)cc1OC | 4% | -0.1% | -3% | 3% | -6%
37 | Cc1onc(-c2c(Cl)cccc2Cl)c1NC(=O)NC1CCSC1 (stereo not drawn) | -13% | 4.3% | 3% | 7% | -7%
38 | O=C(COc1ccccc1)Nc1ccc(CN2CCCCC2)cc1 | 21% | -3.7% | -9% | -3% | 1%
39 | COn1c(SC(C)C)nc2ccccc2c1=O | 4% | 1.2% | -6% | -13% | -3%

No. | RGS4 inh | Vif-A3G inh | USP1 inh | 12-LOX inh
31 | 7% | -23% | -13% | -8%
32 | 3% | -5% | -20% | -11%
33 | 35% | 3% | 6% | 0%
34 | 5% | -1% | -18% | 1%
35 | 6% | -1% | -10% | u
36 | -5% | 2% | -16% | -1%
37 | 5% | 1% | -22% | u
38 | 27% | 4% | 1% | -7%
39 | 5% | 0% | 0% | -20%
